TbPYK inhibitor: inhibitors of Trypanosoma brucei pyruvate kinase; 0.12% of 410,000 active; TbPYK enzyme, Kinase-Glo Plus ATP luminescence, 45 min; Q57TT1; Potency, µM (top dose mostly 76.8 µM), inactives show at the highest dose activity, negative = inhibition, hits mostly inhibitors; further: nearly all actives have a fitted effect of over 50% in size
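Readout: single end-point luminescence (Kinase-Glo Plus, 10 min). Reaction conditions were TbPYK/substrate plus 130 uM ADP, 45 min at RT, pH 7.2 TEA buffer. No-enzyme wells served as controls, and data were normalized before concentration-response fitting.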
HCV inh: inhibitors of hepatitis C virus infection; Huh7.5.1 HCVcc-Cre infection, luciferase reporter, 44 h; Potency, µM (series often up to 41.8 µM), without a hit: top-dose activity change, negative = inhibition, most hits filed as inhibitors; 3.4% of 340,000 active; AID 651820
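A cell-based infection assay in which seeded cells (1,000 per well) receive test compound after 4 h, are inoculated with HCVcc-Cre at approximately 0.5 moi, and are incubated 44 h before luminescence detection.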
The depositor's hits bear a star; u = inconclusive; [ ] = remark or other dose. The call rests on the fitted dose curve; in most records, active means well fitted curve in the direction sought with a large enough effect; inconclusive means small, poorly fitted or top-dose-only effect, or another doubt; inactive means no such curve, though single readings can be large; an effect the other way counts as inactive or inconclusive. On the % scale 0 is the no-effect control and ±100 the full control effect; potency means the concentration at half of the fitted maximal effect.

Values run as follows: TbPYK inhibitor, HCV inh
> NS(=O)(=O)c1ccc(CNC(=O)c2ccc(NS(=O)(=O)c3cccs3)cc2)cc1
  -5%, 7%
> O=C(NCCN1CCOCC1)C1(C(F)(F)F)C/C(=C\Cc2ccccc2)CCCO1 (stereo unspecified)
  2%, -20%[8.37 µM]
> CCC(C(=O)OCC(=O)NCc1ccc2c(c1)OCO2)c1ccccc1 (stereo unspecified)
  6%, 19%
> COc1ccc(CC(=O)C2C(=O)N(C)c3ccccc32)cc1OC (stereo unspecified)
  2%, -23%
> C=CC[C@H](CC(=O)NCCO)C(=O)N[C@H](COC(=O)[C@@H](CC=C)Cc1ccc(F)cc1)Cc1ccccc1
  0%, u
> CCN(CC)CCNC(=O)c1ccc(NC(=O)Cc2ccc(OC)c(S(=O)(=O)N3CCOCC3)c2)cc1
  -19%, 17%
> O=C(CN1c2cccc3cccc(c23)S1(=O)=O)Nc1ccccc1Br
  -8%, -16%
> COc1cc(OCc2ccc(C)cc2)ccc1CNC[C@H]1O[C@@H](n2cnc(C(N)=O)n2)[C@H](O)[C@@H]1O
  -6%, u
> CC(=O)c1ccc(S(=O)(=O)NCCC(=O)NC2CCN(Cc3ccccc3)CC2)cc1
  -5%, -4%
> Cc1cccc(C)c1OCc1cn(CC(=O)c2ccc(O)cc2)nn1
  -4%, 9%
> C[C@@H]1CN([C@H](C)CO)C(=O)Cc2cc(NC(=O)CCC(F)(F)F)ccc2O[C@@H]1CN(C)C(=O)Nc1ccccc1
  2%, 9%
> O=C(C1CCCN1S(=O)(=O)c1ccc(Cl)cc1)N1CCN(c2ccccc2)CC1 (stereo unspecified)
  -7%, 17%
> COc1ccc(S(=O)(=O)N(C)CC(=O)NCCCN2CCOCC2)cc1C
  -12%, 15%
> CN1OC[C@@H]2CN(C(=O)C(C)(C)C)[C@H](c3cccc(-c4ccccc4)c3)C[C@@H]21
  1%, -1%[8.37 µM]
> O=C(COc1ccc(Cl)cc1)OCC(=O)N1CCOCC1
  -4%, -4%
> O=C(Cn1cnc2c(NCc3ccccc3)ncnc21)NCc1nc2ccccc2[nH]1
  -1%, -8%
> CN(C)S(=O)(=O)c1ccc(Cl)c(NC(=O)COC(=O)CNS(=O)(=O)c2c(F)cccc2F)c1
  7%, 10%
> CC(NC(=O)C1CCN(C(=O)c2ccc(F)cc2)CC1)c1ccc(S(N)(=O)=O)cc1 (stereo unspecified)
  -2%, 27%
> CCc1ccc(NC(=O)COC(=O)CC2CCCC2)cc1
  1%, 1%
> CC(O)CN(CC(C)O)c1ccc2c(c1)Cc1cc([N+](=O)[O-])ccc1-2 (stereo unspecified)
  -14%, u
> CC(C)[C@H](CN1CCC[C@H]1CN1C(N)=NC[C@H]1C(C)C)N1C[C@@H](Cc2ccccc2)N(CCCC2CCCC2)C1=N
  0%, -11%
> CS(=O)(=O)c1ccc(C(=O)OCC(=O)Nc2cccnc2Cl)cc1[N+](=O)[O-]
  4%, u
> COc1cc(CC(=O)OCC(=O)N(C)C2CCCCC2)cc(OC)c1OC
  1%, 2%
> Cc1cc(Cl)ccc1NC(=S)NCCc1ccc(S(N)(=O)=O)cc1
  2%, -12%
> CCN1C[C@@H]2[C@@H]3C(=O)N(Cc4ccccc4)C(=O)[C@@H]3[C@](Cc3ccccc3)(C1=O)N2C(=O)c1ccc(Br)cc1
  -5%, 10%
> COc1ccc(NC(=O)N(C)C[C@@H]2Oc3c(NC(=O)Nc4c(C)noc4C)cccc3C(=O)N([C@@H](C)CO)C[C@@H]2C)cc1
  -4%, 1%
> O=S(=O)(c1cccc(F)c1)N1CCN(c2nc(-c3cccnc3)nc3ccccc23)CC1
  6%, u
> Nc1nnc(SCC(=O)NNC(=O)c2ccccc2F)s1
  15%, -11%
> CCOc1ccccc1NC(=O)c1cccnc1
  6%, u
> COc1ccc2c(C#CCCO)c(-c3ccc(S(C)(=O)=O)cc3)sc2c1
  -3%, u
> O=C1NC(Cc2ccccc2)C(=O)N1Cc1ccccc1 (stereo unspecified)
  -4%, 5%
> Cn1ncc2c(=O)[nH]nnc21
  3%, 29%
> COc1ccc(NC(=O)C2CCOC2=O)cc1 (stereo unspecified)
  2%, 17%
> COc1cc([N+](=O)[O-])ccc1NC(=O)COC(=O)C1=NN(c2ccccc2)C(=O)CC1
  -6%, 9%
> CCN(CC)S(=O)(=O)c1ccc(N2CCOCC2)c(NC(=O)c2[nH]c(C)c(C(C)=O)c2C)c1
  4%, u
> CCOc1cc(/C=N/NC(=O)N/N=C/c2ccc(O)c(OCC)c2)ccc1O
  -4%, u
> CC[C@]1(C(=O)OC)[C@H]2C(=O)N(Cc3ccccc3)C(=O)[C@H]2[C@H]2CN=C(SCc3ccc(C)cc3)N21
  -4%, -3%
> N#Cc1cccc(NC(=O)CSc2cccc[n+]2[O-])c1
  2%, 4%
> CC1CC2CCCC(O)=C2C(=O)O1 (stereo unspecified)
  2%, 11%
> Cc1noc(NS(=O)(=O)c2ccc(NS(=O)(=O)c3ccc(Cl)cc3)cc2)c1C
  1%, 25%
> Cc1cccc(C(=O)N[C@H](C(=O)NCc2cccs2)C(C)C)c1
  3%, u
> CN(CC(=O)Nc1cccc(S(=O)(=O)N2CCCC2)c1)CC(=O)Nc1ccc(F)c(F)c1F
  -4%, u
> Cc1cc(C)cc(OCC(=O)OCC(=O)NC2CC2)c1
  5%, 1%
> Cc1ccc(C(C)C)c(O)c1C(=O)O
  -15%, u
> COc1ccc(S(=O)(=O)N2CCCCC2)cc1C(=O)N1CCCCCC1
  -4%, -8%
> Cc1cc(NS(=O)(=O)c2ccc(NC(=O)CNS(=O)(=O)c3ccccc3)cc2)nc(C)n1
  2%, -6%
> O=C(COc1cccc(C(F)(F)F)c1)Nc1cccc(S(=O)(=O)NC2=NCCCCC2)c1
  -8%, u
> CCN(CC)C(=O)[C@H]1CC(CC(=O)NC/C=C(\C)CCC=C(C)C)C(=O)N2CCc3c([nH]c4ccccc34)[C@]12C (stereo partly specified)
  -13%, u
> COc1ccccc1NC(=O)C1CC(C)OC1=O (stereo unspecified)
  4%, 6%
> CCOc1ccccc1C=NN1CCCCCC1
  -2%, -25%
> O=C(COC(=O)c1ccc(S(=O)(=O)N2CCOCC2)cc1)NCc1ccccc1
  0%, -13%
> CCCCCCN(C(=O)CCCCCN1C(=O)NC(c2ccc([N+](=O)[O-])cc2)C(C(=O)OCc2ccccc2)=C1C)C(C(=O)NCCCC)C1CCCCC1 (stereo unspecified)
  0%, 14%
> CC12CCC3c4ccc(O)cc4CCC3C1CC(=NO)C2O (stereo unspecified)
  0%, 18%
> COc1ccc(C(=O)NCCn2cc(SCC(=O)Nc3nnc(C)s3)c3ccccc32)cc1
  1%, u
> COc1ccccc1NS(=O)(=O)c1ccc(C)c(C(=O)NCC(c2cccs2)N2CCOCC2)c1 (stereo unspecified)
  4%, -9%
> CN1C2CCC1CC(OC(c1ccccc1)c1ccccc1N)C2 (stereo unspecified)
  -3%, u
> O=C1c2cc(O)cc(O)c2C(=O)c2c1cc(O)c([C@@H](CO)CCO)c2O
  -13%, 8%
> CC(=O)c1ccc(N2CCN(C(=O)c3ccc4[nH]c(C)c(C)c4c3)CC2)cc1
  0%, u
> C=CC(=O)Nc1cccc(CN2C(=O)N(c3cc(OC)cc(OC)c3)Cc3cnc(NCCCCN(CC)CC)nc32)c1
  -4%, u
> CC[C@H]1C/C=C\Cc2ccccc2[C@@H](C(=O)C[C@@H](O)CC(C)=O)OC1=O
  -6%, -45%

Single records, from the list above. Screens in order: TbPYK inhibitor, HCV inh
Entry for CCOc1cc(/C=N/NC(=O)N/N=C/c2ccc(O)c(OCC)c2)ccc1O : -4%, u
Entry for O=C1NC(Cc2ccccc2)C(=O)N1Cc1ccccc1 (stereo unspecified) : -4%, 5%
Entry for CCCCCCN(C(=O)CCCCCN1C(=O)NC(c2ccc([N+](=O)[O-])cc2)C(C(=O)OCc2ccccc2)=C1C)C(C(=O)NCCCC)C1CCCCC1 (stereo unspecified) : 0%, 14%

Another view of part of the listing above:
| Structure | TbPYK inhibitor | HCV inh |
| --- | --- | --- |
| COc1ccc(S(=O)(=O)N2CCCCC2)cc1C(=O)N1CCCCCC1 | -4% | -8% |
| Cc1cc(NS(=O)(=O)c2ccc(NC(=O)CNS(=O)(=O)c3ccccc3)cc2)nc(C)n1 | 2% | -6% |

In the list so far, 4 have a thiophene ring, fused or not:
Values run as follows: TbPYK inhibitor, HCV inh
> NS(=O)(=O)c1ccc(CNC(=O)c2ccc(NS(=O)(=O)c3cccs3)cc2)cc1
  -5%, 7%
> COc1ccc2c(C#CCCO)c(-c3ccc(S(C)(=O)=O)cc3)sc2c1
  -3%, u
> Cc1cccc(C(=O)N[C@H](C(=O)NCc2cccs2)C(C)C)c1
  3%, u
> COc1ccccc1NS(=O)(=O)c1ccc(C)c(C(=O)NCC(c2cccs2)N2CCOCC2)c1 (stereo unspecified)
  4%, -9%

(further entries)
Values run as follows: TbPYK inhibitor, HCV inh
> Cc1ccc(NC(=O)C2CC(=O)N(c3ccccc3Cl)C2)cc1S(=O)(=O)N1CCOCC1 (stereo unspecified)
  -1%, u
> COC(=O)C1N[C@@H]([C@@H](NC(=O)COc2ccccc2)C(=O)NCc2ccc(OC)cc2)SC1(C)C (stereo partly specified)
  -2%, -2%
> CN(C(=O)c1cccc(NC(=O)Cc2cccc(NC(=O)C3CCN(C(=O)C4CC4)CC3)c2)c1)C1CC1
  0%, -11%
> O=C(COc1ccc(-c2nnco2)cc1)NC1CCS(=O)(=O)C1 (stereo unspecified)
  2%, 23%
> COc1ccc(C2C(C#N)=C(N)Oc3cc(O)ccc32)cc1 (stereo unspecified)
  3%, u
> CC(=O)Nc1ccc(NC(=O)CN2C(=O)NC3(CCCCCCC3)C2=O)cc1
  5%, -7%
> O=C(N[C@@H](Cc1ccccc1)C(=O)OCc1ccccc1)c1ccco1
  -1%, 16%
> C[C@]12CC[C@H](OC(=O)CCC(=O)O)CC1=CCC1C2CC[C@@]2(C)C1CC[C@@H]2N (stereo partly specified)
  -11%, 11%
> CC(NC(=O)c1ccc(S(=O)(=O)Nc2ccccc2Cl)cc1)c1ccncc1 (stereo unspecified)
  -3%, 3%
> C[C@H](CO)N1C[C@H](C)[C@H](CN(C)S(=O)(=O)c2ccccc2)Oc2c(NS(C)(=O)=O)cccc2C1=O
  8%, 15%
> O=S1(=O)CCOC[C@H](Cc2ccccc2)N1Cc1ccccc1Br
  -2%, -8%
> O=[N+]([O-])c1ccc(COc2cccc(CN3CCOCC3)c2)cc1
  0%, u
> O=C(Nc1nnc(-c2ccccc2)o1)c1cccc(S(=O)(=O)N2CCOCC2)c1
  9%, u
> CNc1nc(Cl)nc2c1ncn2-c1ccccc1
  -10%, -32%
> CCOc1ccc2nc(SCC(=O)NCC3CCCO3)sc2c1 (stereo unspecified)
  -1%, -3%
> COc1cc(C(=O)NNC(=O)CCOc2ccccc2)cc(OC)c1OC
  -7%, -4%
> CC(C)(c1cc(Cl)c(O)c(CN2CCOCC2)c1)c1cc(Cl)c(O)c(CN2CCOCC2)c1
  -11%, 3.2µM*
> CCN(CC)CCC=C(c1cccs1)c1cccs1
  -5%, u
> CC(=O)Nc1ccc2ccccc2c1[N+](=O)[O-]
  8%, 13%
> COc1cc2cnc(-c3ccccc3F)cc2cc1OC
  3%, u
> COc1cc(-c2ccc3oc(-c4ccsc4)cc3c2)cc(OC)c1OC
  5%, -12%
> Cc1ccccc1-c1nnc(SCC(=O)NC2CCS(=O)(=O)C2)n1C (stereo unspecified)
  -2%, -7%
> COc1ccccc1N(CC(=O)Nc1ccccc1C(F)(F)F)S(=O)(=O)c1cccs1
  -9%, -18%
> CC(C)(C)OC(=O)NCCCCCNC(=O)c1nc[nH]c1C(=O)NCC(=O)OCc1ccccc1
  2%, u
> CN(C)CC1CCC/C(=C\c2ccc(OC(=O)/C=C/c3ccccc3)cc2)C1=O (stereo unspecified)
  -5%, u
> CCN(CC(=O)NCc1ccc(F)cc1)C(=O)COc1ccccc1[N+](=O)[O-]
  -7%, 11%
> CCN(C(=O)COC(=O)/C=C/c1ccco1)C1CCCCC1
  1%, u
> O=C(CN1C(=O)/C(=C2/SC(=S)N(CCS(=O)(=O)O)C2=O)c2ccccc21)Nc1cccc(C(F)(F)F)c1
  3%, 3%
> COc1cccc(N=NC2C(=O)N(C(N)=S)N=C2C)c1 (stereo unspecified)
  4%, u

Part of the list above in order of count of non-hydrogen atoms, low to high.
Values run as follows: TbPYK inhibitor, HCV inh
> COc1ccc2c(C#CCCO)c(-c3ccc(S(C)(=O)=O)cc3)sc2c1
  -3%, u
> CC(C)(c1cc(Cl)c(O)c(CN2CCOCC2)c1)c1cc(Cl)c(O)c(CN2CCOCC2)c1
  -11%, 3.2µM*
> C[C@H](CO)N1C[C@H](C)[C@H](CN(C)S(=O)(=O)c2ccccc2)Oc2c(NS(C)(=O)=O)cccc2C1=O
  8%, 15%

Screening results: PubChem BioAssay, National Center for Advancing Translational Sciences (NCATS)

Some of the compounds tested; the hit share may differ from the screen's.
